XBP1 UPR activ – activators of adaptive arm of unfolded protein response (XBP1); CHO-XBP1 luciferase reporter, IRE1-XBP1 UPR activation, luminescence; percent of tunicamycin response, DMSO as zero; activation, % at 20 µM; hit rate 0.33% among 330,000; AID 463104;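 active = versus positive control, 20 µM dose yields 30% or more activation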;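 note: 100% = tunicamycin at 10 µg/mL and 0% = DMSO only wells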
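Material – CHO cell line with stable XBP1 luciferase reporter · Buffer or medium – F12 plus 10% FBS · Compound – single point, 20 µM final compound, 1% DMSO · Schedule – 16-18 h cell attachment at 37 °C, then 6 h compound exposure · Signal – Steady-Glo luminescence read · Benchmarks – high control tunicamycin 10 µg/mL final, low control DMSO vehicle only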
APJ ag – APJ receptor agonism | P35414 | hit rate 0.11% among 330,000 | CHO-K1 APJ PathHunter beta-arrestin, luminescence; 0% DMSO wells, 100% apelin | activation, % at 20 µM;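 active = activation more than six SD over the plate average, tested at 20 µM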;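 note: 0% = DMSO alone and 100% = apelin-13 at 10 nM; some results filed as inactive read as strong as hits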
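system = engineered CHO-K1 APJ arrestin reporter cells | input = 1000 cells per well | timing = overnight seeding, 90 min compound at 25 °C, 1 h detection | measured by = enzyme-fragment complementation luminescence | read-out = beta-arrestin recruitment to APJ as agonist activity, luminescent signal | control set = negative DMSO alone, positive Apelin-13 at 10 nM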
CHOP UPR activ – apoptotic UPR (CHOP) activation | hit rate 0.34% among 330,000 | AID 449763 | activation, % at 10 µM | CHO-CHOP luciferase reporter, luminescence; percent of tunicamycin response over DMSO baseline;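 active = at 10 µM dose, activation of 40% or more, normalized to positive control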;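 note: 100% = tunicamycin at 10 µg/mL and 0% = DMSO alone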
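Test system: CHO-CHOP cells, stable luciferase reporter of PERK-eIF2a-CHOP signalling | Quantity: 500 CHO-CHOP cells per well | Buffer or medium: F12 plus 10% serum | Compound dosing: 10 µM single point, 0.5% DMSO | Schedule: 6 h compound treatment, 37 °C | Signal: Luciferase luminescence | Control set: Tunicamycin high control, DMSO low control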
EBI2 block – EBI2 (human) antagonism; EBI2 beta-arrestin recruitment, luminescence, 7a,25-OHC stimulated; inhibition, % at 5 µM; hit rate 0.81% among 360,000; AID 651636; in the data active = inhibition above about 38%;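 note: enzyme fragment complementation signal reports receptor beta-arrestin coupling in cells; 0% = agonist plus DMSO wells and 100% = wells without agonist; some results beyond the cut were filed as inactive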
APJ antag – APJ receptor antagonism. P35414. inhibition, % at 20 µM. hit rate 0.32% among 330,000. CHO-K1 APJ beta-arrestin complementation, luminescence;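 active = inhibition above about 40% at 20 µM, limit read from the data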;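 note: cells challenged with 10 nM apelin-13 agonist together with compound; plate controls were apelin-13 plus DMSO wells for no effect and DMSO wells lacking apelin-13 for full effect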
CCR6 antagonist – blocks CCL20-driven beta-arrestin recruitment at human CCR6; AID 493098; CHO-K1 CCR6 PathHunter beta-arrestin, luminescence, CCL20-stimulated; hit rate 0.49% among 340,000; inhibition, % at 20 µM;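 active = compounds whose inhibition of the agonist-driven luminescence signal at 20 µM reaches about 50%, limit read from the data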;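 note: cells stimulated with CCL20 at 14 nM final; plate controls were DMSO with CCL20 for no effect and DMSO without agonist for full effect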
CXCR6 inh – blocks human CXCR6 beta-arrestin recruitment; inhibition, % at 20 µM; CHO-K1 PathHunter CXCR6 beta-arrestin, luminescence; AID 602244; O00574; hit rate 0.36% among 360,000; in the data active = inhibition above about 34%, passing the limit was not always enough;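 note: antagonist mode with CXCL16 agonist at 10 nM final; 0% = 10 nM CXCL16 with DMSO and 100% = unstimulated wells without agonist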
Mdm2 MdmX PPI – inhibitors of human Mdm2/MdmX interaction. O15151+Q00987. SaOS-2 split-luciferase Mdm2/MdmX complementation, luminescence. inhibition, % at 8 µM. hit rate 3% among 330,000;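 active = inhibition of at least 50% at 8 µM in the primary screen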
Target sequence (O15151 whole entry, looked up): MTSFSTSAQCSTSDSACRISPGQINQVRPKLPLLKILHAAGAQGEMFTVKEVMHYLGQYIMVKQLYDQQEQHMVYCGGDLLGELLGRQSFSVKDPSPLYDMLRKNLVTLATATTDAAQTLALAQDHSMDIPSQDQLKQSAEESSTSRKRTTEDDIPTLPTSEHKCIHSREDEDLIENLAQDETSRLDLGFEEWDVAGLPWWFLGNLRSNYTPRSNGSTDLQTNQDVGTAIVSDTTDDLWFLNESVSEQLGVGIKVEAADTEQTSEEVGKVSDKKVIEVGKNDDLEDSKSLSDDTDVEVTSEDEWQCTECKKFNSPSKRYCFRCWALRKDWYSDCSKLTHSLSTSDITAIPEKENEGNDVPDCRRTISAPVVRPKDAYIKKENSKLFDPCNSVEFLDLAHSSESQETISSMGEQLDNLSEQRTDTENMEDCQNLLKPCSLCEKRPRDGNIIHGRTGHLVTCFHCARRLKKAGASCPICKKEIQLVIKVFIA
Target sequence (Q00987 whole entry, looked up): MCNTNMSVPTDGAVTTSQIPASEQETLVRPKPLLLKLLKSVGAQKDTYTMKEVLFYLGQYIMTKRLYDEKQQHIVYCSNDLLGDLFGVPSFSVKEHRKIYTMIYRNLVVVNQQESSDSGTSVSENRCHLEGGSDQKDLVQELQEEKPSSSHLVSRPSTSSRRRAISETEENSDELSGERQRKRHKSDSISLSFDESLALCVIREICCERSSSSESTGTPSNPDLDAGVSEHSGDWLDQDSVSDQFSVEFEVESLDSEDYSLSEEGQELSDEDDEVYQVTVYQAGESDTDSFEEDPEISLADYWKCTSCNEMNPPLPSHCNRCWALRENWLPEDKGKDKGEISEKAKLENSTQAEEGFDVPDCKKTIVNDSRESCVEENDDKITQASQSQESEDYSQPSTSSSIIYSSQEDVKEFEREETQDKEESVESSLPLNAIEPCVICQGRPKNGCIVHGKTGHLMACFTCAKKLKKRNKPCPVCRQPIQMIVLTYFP
tim23-1 inh – growth inhibitors of tim23-1 mutant yeast; S. cerevisiae tim23-1 growth, BacTiter-Glo luminescence, 24 h; inhibition, % at 20 µM; hit rate 1.3% among 330,000; AID 463212;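 active = growth inhibition of the mutant yeast at or above 50%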;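 note: temperature-sensitive mutant grown at 25 °C; plate controls were DMSO-treated mutant yeast for no effect and medium wells lacking yeast for full effect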
* hit, by the source's call; · = not tested or not shown; & = joins results of further samples.

SMILES	XBP1 UPR activ	APJ ag	CHOP UPR activ	EBI2 block	APJ antag	CCR6 antagonist	CXCR6 inh	Mdm2 MdmX PPI	tim23-1 inh
O=C1NC(=O)/C(=C\c2cn(Cc3ccccc3F)c3ccccc23)N1	0	-1	0.4	-3	5	-1	2	40	14
Cc1c(/C=N/NC(=O)C(NC(=O)c2ccc3c(c2)OCO3)C(C)C)c2ccccc2n1C (stereo unspecified)	3	2	-0.9	-4	-4	0	-8	13	14
COc1ccc(S(=O)(=O)N(CC(=O)O)c2ccc(C)cc2)cc1	0	-1	-0.9	-4	10	-7	-8	10	11
COc1cc(C2CC(=O)Oc3cc(C)cc(C)c32)cc(OC)c1OC (stereo unspecified)	1	·	3.0	4	·	27	5	18	28
COc1ccccc1NC(=O)NCCN1C(=O)C2C3C=CC(C3)C2C1=O (stereo unspecified)	-1	-3	-1.7	-3	25	14	-6	10	14
COc1ccc(/C=N/NC(=O)c2cccc([N+](=O)[O-])c2)cc1OS(=O)(=O)c1ccccc1	-1	1	-0.3	12	-6	23	-5	25	14
C=CCn1c(SCc2ccccc2)nc2scc(-c3ccc(C)o3)c2c1=O	-1	-5	1.1	6	6	-2	-6	12	-14
C[C@@H]1CN(Cc2nc(-c3cnccn3)no2)C[C@H](C)O1	-2	-5	1.0	5	11	3	-2	7	13
Cn1c(-c2ccc3c(c2)OCO3)cc(=O)c2ccccc21	5	-5	-1.1	-2	8	-10	-1	9	11
O=C(CCC1CCCC1)Nc1ccc(OCC(=O)N2CCOCC2)cc1	1	1	2.2	-10	1	-2	4	15	10
Cc1cc(=O)[nH]c(N=N/C(=N/Nc2ccc(O)cc2)c2ccccc2)n1	0	-11	3.2	5	59*	56*	23	-1	42
COc1ccc(CCNC(=O)C(=O)NCC2OCCN2S(=O)(=O)c2ccccc2)cc1OC (stereo unspecified)	0	-4	3.5	-4	8	3	-1	-13	-3
CSc1ccc(S(=O)(=O)Nc2ccc(S(=O)(=O)Nc3ccc(C)cc3)cc2)cc1	-2	-5	-0.6	4	-4	-12	-1	18	21
COc1cc(C2NCCC(=O)C2(C)C)cc(OC)c1OC (stereo unspecified)	0	0	0.9	1	-6	-11	-6	21	-4
Cn1c(SCC(=O)N2CCOCC2)nnc1-c1ccco1	-1	-2	-0.4	5	11	-5	-2	-18	3
CC1(C)Cc2c(ccc3ccccc23)/C(=C/C(=O)N2CCCCC2)N1	-1	-9	2.4	24	16	64*	28	25	47
Cc1ccc(C(=O)OC(C)C(=O)c2cc(C)c(C)cc2C)o1 (stereo unspecified)	0	-5	0.2	7	17	11	2	14	11
CCCc1nnc(NC(=O)CCC(=O)N2CCN(Cc3ccc(OC)c(F)c3)CC2)s1	-5	-5	0.9	-9	16	17	0	7	-1
CCN1CCN(C(=O)Cn2nc(C)c3sc4ccccc4c3c2=O)CC1	-6	-6	-0.3	-12	-6	5	-4	26	5
Cc1ccc(Nc2nc(N)[nH]c(=O)c2N=O)cc1	1	-2	0.1	9	6	9	7	11	7
Cc1cccc(/C(N)=N/OC(=O)c2ccccc2Cl)c1	-4	-6	-4.2	8	-16	-4	-3	-130	73*
C[c-]1[c-](C)[c-](C)[c-](C)[c-]1C.[Fe].c1cc2nccc(N3CCCC3)[c-]2c1 (stereo unspecified)	-1&0	6&17	0.8&0.9	-11&-17	-32&-12	19&2	-1&0	39&7	5&15
O=C(NNC(=S)Nc1ccccc1Cl)c1ccncc1	-1	2	1.7	-4	-1	6	-2	-9	-14
O=C(CSc1nnnn1-c1ccc2c(c1)CCC2)Nc1ccc2c(c1)OCCO2	-1	1	1.5	1	-10	9	8	17	10
O=C(CSc1oc(-c2ccco2)nc1S(=O)(=O)c1ccccc1)NCC1CCCO1 (stereo unspecified)	-3	-4	-5.0	1	-1	-4	4	15	9
Other structures
SMILES	XBP1 UPR activ	APJ ag	CHOP UPR activ	EBI2 block	APJ antag	CCR6 antagonist	CXCR6 inh	Mdm2 MdmX PPI	tim23-1 inh
CC(C)CN(C(=O)c1cc(=O)[nH]c2ccccc12)c1c(N)n(Cc2ccccc2)c(=O)[nH]c1=O	-4	4	0.5	-8	6	4	-8	7	8
Cc1ccccc1NC(=O)c1ccc2nccnc2c1	-5	-1	1.4	-4	11	7	1	18	-2
CCC1CCCCN1S(=O)(=O)c1ccc2c(c1)CCN2C(=O)C1CCC1 (stereo unspecified)	-4	-7	0.4	5	-1	5	5	10	6
CC(=O)NC(CC(=O)NCCN1C(=O)S/C(=C\c2ccccc2)C1=O)c1ccccc1 (stereo unspecified)	0	0	2.6	3	-1	8	-3	11	-14
O=C(Cn1sc2ccccc2c1=O)N1CCN(C(=O)c2ccco2)CC1	-2	-4	3.5	-13	2	-19	4	-6	15
O=C(CSC1=NS(=O)(=O)c2cc(Cl)ccc2N1)Nc1ccccc1F	-1	4	0.1	9	-27	6	0	3	6
COc1ccc(/C=C2/N=C3CCCCCN3C2=O)cc1	0	-2	1.3	-11	-10	12	3	6	6
CC(C)CC(=O)Nc1c2c(nn1-c1ccc([N+](=O)[O-])cc1)CS(=O)(=O)C2	0	-1	1.3	-2	3	11	1	-11	3
Cc1c(NC(=O)C(C)OC(=O)CCc2c[nH]c3ccccc23)c(=O)n(-c2ccccc2)n1C (stereo unspecified)	2	3	-0.1	5	-3	3	-6	-31	24
O=C(CCC(=O)c1cccs1)Nc1ncccc1O	-1	9	2.4	4	-7	-4	0	-7	9
COc1ccc2c3c([nH]c2c1)C1CC2C(CC(O)C(OC)C2CO)CN1CC3 (stereo unspecified)	-2	7	0.0	3	-18	-1	-5	-1	9
Cc1nn(-c2ccccc2)c(Cl)c1C(=O)OC(C)C(=O)Nc1ccc2c(c1)OCO2 (stereo unspecified)	-3	-5	-0.4	-3	-10	15	0	33	15
COc1ccc(Cc2nn3c(Cn4nnc5ccccc54)nnc3s2)cc1	3	-6	-2.0	10	22	13	-4	11	-17
COc1cc(SC)ccc1C(=O)NCC1CCCO1 (stereo unspecified)	1	4	0.8	-8	1	12	-4	-17	9
CCOC(=O)C1C(=O)CC(C)(O)C(C(=O)OCC)C1c1ccc(N(CC)CC)cc1 (stereo unspecified)	-1	-3	-1.6	-5	2	0	4	-3	3
COc1ccccc1NC(=O)CNC(=O)Cn1c(C)cc2ccccc2c1=O	-3	-2	0.3	5	5	15	5	20	10
CCCCn1c(N)c(N(CCC(C)C)C(=O)Cc2ccc(S(=O)(=O)N3CCOCC3)s2)c(=O)[nH]c1=O	-2	0	-0.1	-2	16	5	-2	8	4
CCC(NC(=O)c1oc2ccccc2c1COC)c1ccc(OC)cc1 (stereo unspecified)	-6	-5	-4.1	-2	8	15	4	10	30
COc1ccc(CC(=O)NCc2ccc(F)cc2)cc1S(=O)(=O)N1CCOCC1	-2	-1	-0.6	0	2	-6	0	2	-9
CC1(C(=O)NCCN2CCOCC2)C=CCN1C(=O)c1ccccc1 (stereo unspecified)	2	-1	2.3	6	7	2	0	-29	-11
Cc1ccc(N(CCC#N)C(=O)CN2C(=O)NC(Cc3ccccc3)C2=O)cc1 (stereo unspecified)	-3	1	-0.7	-10	3	4	6	-22	14
CCOc1ccc(-c2ccc(C=O)o2)c([N+](=O)[O-])c1	1	5	4.6	-11	-25	-6	4	18	21
COc1ccc(C2(CNC(=O)C(=O)Nc3ccc(C)cc3)CCOCC2)cc1	0	-2	2.3	9	20	10	2	2	17
O=C(CCSc1nnc(-c2ccco2)o1)Nc1ccc(Cl)cc1	1	4	1.0	-5	-5	-9	-3	4	-2
O=C(COC(=O)c1ccc([N+](=O)[O-])o1)Nc1ccc2c(c1)OCO2	-3	1	-1.1	-13	-26	-2	-16	19	-3

CCR6 antagonist, entries above that show a hit
compound | XBP1 UPR activ | EBI2 block | APJ antag | CCR6 antagonist | CXCR6 inh | Mdm2 MdmX PPI
Cc1cc(=O)[nH]c(N=N/C(=N/Nc2ccc(O)cc2)c2ccccc2)n1 | 0 | 5 | 59* | 56* | 23 | -1
CC1(C)Cc2c(ccc3ccccc23)/C(=C/C(=O)N2CCCCC2)N1 | -1 | 24 | 16 | 64* | 28 | 25

Random excerpt: two compounds from above.
SMILES	XBP1 UPR activ	APJ ag	CHOP UPR activ	EBI2 block	APJ antag	CCR6 antagonist	CXCR6 inh	Mdm2 MdmX PPI	tim23-1 inh
Cc1nn(-c2ccccc2)c(Cl)c1C(=O)OC(C)C(=O)Nc1ccc2c(c1)OCO2 (stereo unspecified)	-3	-5	-0.4	-3	-10	15	0	33	15
CC(C)CN(C(=O)c1cc(=O)[nH]c2ccccc12)c1c(N)n(Cc2ccccc2)c(=O)[nH]c1=O	-4	4	0.5	-8	6	4	-8	7	8

Next section:
SMILES	XBP1 UPR activ	APJ ag	CHOP UPR activ	EBI2 block	APJ antag	CCR6 antagonist	CXCR6 inh	Mdm2 MdmX PPI	tim23-1 inh
COc1ccccc1N1CCN(Cc2cc3c(cc2[N+](=O)[O-])OCO3)CC1	-5	-5	4.1	13	7	5	-3	14	6
O=S(=O)(Nc1c(F)cccc1F)c1ccc2c(c1)OCCO2	0	-3	1.1	7	14	18	-2	-7	-3
CC(C)CNC(=O)c1ccccc1Oc1ccccc1	-2	-3	-1.3	-12	-16	2	-7	-15	-3
CC(C)N(C1=CC(=O)OC12CCCCC2)C(C)C	-2	0	1.2	-6	20	-9	7	-12	21
Cc1ccc([N+](=O)[O-])cc1S(=O)(=O)NCc1cccnc1	-4	-3	0.7	-5	-23	-11	-23	4	-2
CCOc1ccc(-c2nnn(CC(=O)NCc3cccs3)n2)cc1	3	2	1.9	-4	3	1	-9	20	14
Cc1cccc(CSCCNC(=S)Nc2ccccc2)c1	-3	1	2.5	-16	-21	4	3	4	45
CCN1CCCC1CNC(=O)c1cc(OC)c(OC)c(OC)c1 (stereo unspecified)	0	1	-0.3	0	-4	2	-6	-6	16
CC(C)NC(=O)N(C)C[C@H]1Oc2ccc(NS(=O)(=O)c3ccccc3)cc2C(=O)N([C@H](C)CO)C[C@H]1C	1	-1	0.6	10	15	2	4	-23	12
COc1cc(C(c2sc3ncnn3c2O)N2CCN(c3ccccc3F)CC2)cc(OC)c1OC (stereo unspecified)	-1	-2	2.3	-1	-2	12	0	18	0
Cc1ccc(NC(=O)c2cc(NC(=O)c3ccco3)ccc2N2CCOCC2)cc1	-1	-2	-1.0	9	5	24	8	15	46
Cc1ccc(C(C)C)c(OCC(=O)Nn2c(C)nc3ccccc3c2=O)c1	-2	0	-1.9	7	3	23	11	-6	49
Cc1ccc(S(=O)(=O)CCC(=O)OCC(=O)N(C)CC(=O)Nc2ccc(F)cc2)cc1	0	-7	0.7	-15	-15	0	1	15	-14
CCOC(=O)N1CCN(C(=O)C(=O)c2cn(CC(=O)N3CCCCCC3)c3ccccc23)CC1	-4	-5	-2.2	2	-1	19	-3	18	-4
Cc1cc(C(F)(F)F)nc(SCc2ccc(C(=O)O)o2)n1	-1	-3	0.9	-3	-7	3	-3	12	0
CCN(CC(=O)NCc1ccccn1)S(=O)(=O)c1ccc(OC)cc1	0	2	-0.1	-4	-13	5	-4	13	-6

Not all compounds are listed. The share of hits here may be higher or lower than overall.
